GSTO1 inh – GSTO1 inhibition, counter-screen for RBBP9 inhibitors. P78417. recombinant GSTO1, activity-based probe fluorescence polarization. inhibition, % at 5.96 µM. actives 1.1% (n = 300,000);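 active means inhibition above the campaign mean inhibition plus 3 SD, cut at about 35% in these data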;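 further: 0% = GSTO1-1 with DMSO and 100% = wells lacking GSTO1-1 enzyme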
PREPL inh – inhibitors of human prolyl oligopeptidase-like enzyme PREPL; Q4J6C6; recombinant PREPL, fluorescence polarization activity-based probe; inhibition, % at 5.96 µM; actives 0.68% (n = 320,000); in the data active means inhibition above about 43%;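 further: 0% = enzyme with DMSO and 100% = wells lacking enzyme; many of its hits are not listed in these tables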
Target sequence (Q4J6C6 whole entry, looked up): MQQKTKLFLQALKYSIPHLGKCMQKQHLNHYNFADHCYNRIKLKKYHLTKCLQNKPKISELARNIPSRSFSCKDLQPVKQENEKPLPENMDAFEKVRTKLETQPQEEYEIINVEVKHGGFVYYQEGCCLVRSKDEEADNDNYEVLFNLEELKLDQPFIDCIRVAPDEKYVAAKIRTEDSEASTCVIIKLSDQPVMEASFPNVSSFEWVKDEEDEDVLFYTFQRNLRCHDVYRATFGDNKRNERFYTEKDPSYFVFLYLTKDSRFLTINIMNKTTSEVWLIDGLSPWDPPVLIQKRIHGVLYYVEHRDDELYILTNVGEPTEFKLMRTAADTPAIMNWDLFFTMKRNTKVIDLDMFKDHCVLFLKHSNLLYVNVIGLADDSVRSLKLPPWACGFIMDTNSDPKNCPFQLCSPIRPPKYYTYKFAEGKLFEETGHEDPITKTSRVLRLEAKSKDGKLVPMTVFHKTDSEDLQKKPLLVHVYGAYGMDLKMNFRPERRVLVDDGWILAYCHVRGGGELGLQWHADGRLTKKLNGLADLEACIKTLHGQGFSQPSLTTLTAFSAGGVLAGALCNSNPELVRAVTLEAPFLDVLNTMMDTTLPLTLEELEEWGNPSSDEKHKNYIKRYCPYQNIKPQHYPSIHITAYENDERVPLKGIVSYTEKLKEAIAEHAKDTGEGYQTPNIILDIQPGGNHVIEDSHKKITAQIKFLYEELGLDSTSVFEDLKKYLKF
EBNA-1 inh – blocks EBNA-1 binding to DNA | EBNA-1 DNA binding, fluorescence polarization | AID 1950 | inhibition, % at 14.8 µM | actives 0.34% (n = 300,000); in the data active means inhibition above about 28%
PAFAH1B3 FP inh – inhibitors of human PAFAH1B3; Q15102; recombinant PAFAH1B3, FP-rhodamine probe, fluorescence polarization; inhibition, % at 3.39 µM; actives 0.28% (n = 340,000); AID 492972;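 active means inhibition above the screen-wide average of all tested compounds plus 3 SD, cut at about 25% in these data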;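 further: 0% = enzyme with DMSO only and 100% = wells lacking PAFAH1B3 protein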
PAD4 FP inh – inhibitors of human PAD4; actives 0.41% (n = 330,000); inhibition, % at 6.36 µM; recombinant PAD4, RCA probe fluorescence polarization; AID 485272;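 active means percent inhibition above a cutoff equal to the mean of all tested compounds plus 3 SD, cut at about 15% in these data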;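 further: 0% = PAD4 with RCA probe and DMSO and 100% = probe without PAD4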
ZTA counter – blocks Epstein-Barr virus ZTA, an EBNA-1 counter-screen; ZTA-DNA binding, fluorescence polarization; inhibition, % at 11 µM; actives 0.15% (n = 320,000); in the data active means inhibition above about 33%
LYPLA1 counter – counter-screen for PME1 inhibitors: inhibitors of human LYPLA1; O75608; recombinant LYPLA1, FP-Rh probe fluorescence polarization; inhibition, % at 5.9 µM; actives 0.16% (n = 320,000);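 active means inhibition above the mean of all tested compounds plus 3 SD, set per campaign, cut at about 14% in these data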;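 further: inhibitors block serine hydrolase probe labeling of LYPLA1 so polarization falls; 0% = enzyme with DMSO and 100% = wells lacking LYPLA1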
PAFAH2 FP inh – PAFAH2 (human) inhibition; AID 492956; actives 0.99% (n = 340,000); inhibition, % at 3.39 µM; Q99487; recombinant PAFAH2, FP-rhodamine activity probe, fluorescence polarization;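 active means inhibition above the mean over all tested compounds plus 3 SD, cut at about 30% in these data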;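 further: inhibitors block probe labeling of enzyme so polarization drops; 0% = enzyme with DMSO and 100% = wells lacking PAFAH2 protein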
LYPLA2 inh – counter-screen for PME1 inhibitors: inhibitors of human LYPLA2. inhibition, % at 5.9 µM. O95372. actives 0.38% (n = 320,000). recombinant LYPLA2, FP-Rh probe fluorescence polarization;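 active means inhibition above the screen-wide mean plus 3 SD, limit set per campaign, cut at about 26% in these data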;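 further: 0% = LYPLA2 with DMSO and 100% = wells lacking LYPLA2 enzyme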
Target sequence (O95372 whole entry, looked up): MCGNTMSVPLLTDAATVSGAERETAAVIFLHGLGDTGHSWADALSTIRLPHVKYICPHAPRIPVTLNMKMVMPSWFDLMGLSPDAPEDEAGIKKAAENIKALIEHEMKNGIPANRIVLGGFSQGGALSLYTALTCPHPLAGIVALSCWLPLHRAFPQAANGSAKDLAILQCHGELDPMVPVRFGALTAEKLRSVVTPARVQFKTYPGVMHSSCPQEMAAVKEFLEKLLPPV
* marks the source's active call; other numbers are inactive results; . = no result given. These rows are one share of the data, so the mix of outcomes need not match the whole.

cpd	Compound	GSTO1 inh	PREPL inh	EBNA-1 inh	PAFAH1B3 FP inh	PAD4 FP inh	ZTA counter	LYPLA1 counter	PAFAH2 FP inh	LYPLA2 inh
1	COc1ccc(NC(=O)C2Cc3ccccc3C(=O)O2)cc1 (stereo not drawn)	9	4	5	1	-2	7	0	8	6
2	CCC(=O)Nc1ccc(N/C(N)=N/c2nc(C)cc(C)n2)cc1	-1	-3	3	2	1	2	0	-7	2
3	CCOc1ccc(-n2c(C)c(C(=O)OC)c3cc(O)ccc32)cc1	5	5	-10	3	-5	19	0	5	3
4	O=C(OCCN1C(=O)c2ccccc2C1=O)c1ccc(S(=O)(=O)N2CCCCCC2)cc1	0	13	-7	4	-4	-7	-2	-7	6
5	COc1ccc(N2CCN(C(=O)COC(=O)COc3cccc(C(F)(F)F)c3)CC2)cc1	.	17	.	6	-3	-7	1	9	1
6	CCOC(=O)COc1ccc2nsnc2c1Cl	5	-3	2	9	-2	9	-2	5	3
7	CCOC(=O)c1ccc(NC(=O)CCc2nc(-c3ccc(C)cc3)no2)cc1	0	-18	8	-5	-2	35*	-23	-15	-19
8	Clc1ccc(-c2c[nH]c3ccccc23)nn1	5	3	-5	9	-2	0	3	0	-7
9	COCCCNS(=O)(=O)c1cccc(S(=O)(=O)c2cccc(S(=O)(=O)NCCCOC)c2)c1	12	9	12	2	3	5	3	2	8
10	C#CCOCCOCCOCCNc1nc(N2CCN(C(=O)Cn3cc(CCCCN)nn3)CC2)nc(N2CCN(C(=O)Cn3cc(CCCCN)nn3)CC2)n1	3	7	-11	5	-1	-18	-1	1	-3
11	CC(C)C(C)NC(=O)CSc1nnc(-c2c[nH]c3ccccc23)o1 (stereo not drawn)	4	0	0	5	-5	4	-3	4	-9
12	C=CCn1c(COc2ccc(Cl)cc2)nnc1SCC(=O)N/N=C/c1cccc(O)c1	3	-49	1	2	0	-11	-4	-1	-1
13	COc1ccc(C(=O)Cn2cnc3ccc(Cl)cc3c2=O)cc1F	1	2	4	6	-3	9	-6	-10	0
14	COc1ccc2nc3ccccc3nc2c1NC(=O)c1ccc(Br)cc1	-2	4	5	-4	1	10	4	-10	1
15	CC1CC(C)CN(S(=O)(=O)c2ccc3c(c2)oc(=O)n3CC(=O)N(C)Cc2ccccc2)C1 (stereo not drawn)	-4	4	-13	-16	4	-3	-11	-2	-15
16	Fc1ccc(/C=N/Nc2nc(-c3cccnc3)nc3ccccc23)cc1	-4	21	0	-1	-2	5	-12	13	-9
17	COc1ccc(CN2CCN(C(=O)C3CCN(S(=O)(=O)c4cccs4)CC3)CC2)c(OC)c1OC	2	-2	-3	-6	-3	-10	-1	0	2
18	COc1ccccc1C(=O)Nc1ccccc1C(=O)N1CCCC1	-4	2	11	5	2	0	-1	5	-2
19	COC(=O)c1cc(NC2c3ccccc3C(=O)N2CCN2CCOCC2)cc(C(=O)OC)c1 (stereo not drawn)	-1	1	-4	-3	1	3	1	-4	5
20	CC(=O)Nc1ccc(Nc2nnc(-c3ccc(C)c(S(N)(=O)=O)c3)c3ccccc23)cc1	12	10	8	1	-3	-3	-3	-1	-2
21	COc1ccc(C)cc1NC(=O)CSc1nc2ccccc2nc1N1CCCC1	-2	8	10	-2	-3	16	2	-4	-2
22	O=C(NC1CCCCC1)C(c1cccnc1)N(C(=O)c1ccc(Cl)nc1)C1CCCCC1 (stereo not drawn)	2	0	-1	1	-3	6	1	3	3
23	CC1(C)Cc2ccccc2-c2nnc(C(F)(F)F)n21	4	10	-7	2	-5	-33	4	-13	-1
24	CCOc1ccc(NS(=O)(=O)c2cc(NC(=O)CCS(=O)(=O)c3ccc(C)cc3)ccc2OC)cc1	2	5	-10	5	-4	-8	2	5	4
25	COc1ccccc1NC(=O)C1CCN(S(=O)(=O)c2cccc3nonc23)CC1	3	8	3	7	-5	-2	3	-6	-2

Continued:
Values run as follows: GSTO1 inh | PREPL inh | EBNA-1 inh | PAFAH1B3 FP inh | PAD4 FP inh | ZTA counter | LYPLA1 counter | PAFAH2 FP inh | LYPLA2 inh
26: CCc1ccc(C(=O)COC(=O)c2cc([N+](=O)[O-])ccc2NCCO)cc1
→ 12 | 14 | -9 | -3 | -1 | 14 | -3 | 1 | 27*
27: CCOC(=O)[C@H]1[C@H]2COc3ccc(Br)cc3[C@@H]2N2C(=O)c3cc(Br)ccc3NC(=O)[C@@]12C
→ 2 | 7 | 21 | -17 | -3 | 11 | -33 | -41 | -43
28: CCN(C(=O)c1cccc(Br)c1)c1ccccc1
→ 1 | 9 | 6 | 9 | -1 | -6 | 1 | 7 | -4
29: C=CC[C@@H](CC(=O)NCCO)C(=O)N[C@@H](COC(=O)[C@@H](CC=C)CC(=O)OC(C)(C)C)Cc1c[nH]c2ccccc12
→ . | 14 | . | 10 | -2 | . | . | 6 | .
30: COc1ccccc1/C=N/Nc1nccnc1Cl
→ 5 | 1 | -6 | 3 | 0 | -17 | 3 | -7 | -2
31: O=C(c1ccc2c(=O)n(C3CCCC3)c(=S)[nH]c2c1)N1CCc2ccccc21
→ 4 | 6 | 12 | 6 | 2 | 4 | -1 | -1 | 9
32: COc1ccc(C(CNS(=O)(=O)c2ccc(NC(C)=O)c(OC)c2)N2CCCC2)cc1 (stereo not drawn)
→ . | -6 | . | 4 | -1 | . | . | 8 | .
33: O=[N+]([O-])c1cccc(S(=O)(=O)N2CCC(c3nc(-c4ccncc4)no3)CC2)c1
→ 3 | 3 | 9 | 9 | 6 | 12 | 2 | 9 | 4
34: CN(C)C(CNC(=O)CCCc1c[nH]c2ccccc12)c1ccco1 (stereo not drawn)
→ 0 | 16 | -18 | 4 | -3 | -15 | 1 | -4 | 2
35: Cc1cc(Br)ccc1NC(=O)c1ccc(-n2cncn2)c([N+](=O)[O-])c1
→ 7 | 25 | -3 | 6 | -2 | -8 | 4 | -1 | 9

Random excerpt: six compounds from above.
Values run as follows: GSTO1 inh | PREPL inh | EBNA-1 inh | PAFAH1B3 FP inh | PAD4 FP inh | ZTA counter | LYPLA1 counter | PAFAH2 FP inh | LYPLA2 inh
21: COc1ccc(C)cc1NC(=O)CSc1nc2ccccc2nc1N1CCCC1
→ -2 | 8 | 10 | -2 | -3 | 16 | 2 | -4 | -2
26: CCc1ccc(C(=O)COC(=O)c2cc([N+](=O)[O-])ccc2NCCO)cc1
→ 12 | 14 | -9 | -3 | -1 | 14 | -3 | 1 | 27*
11: CC(C)C(C)NC(=O)CSc1nnc(-c2c[nH]c3ccccc23)o1 (stereo not drawn)
→ 4 | 0 | 0 | 5 | -5 | 4 | -3 | 4 | -9
9: COCCCNS(=O)(=O)c1cccc(S(=O)(=O)c2cccc(S(=O)(=O)NCCCOC)c2)c1
→ 12 | 9 | 12 | 2 | 3 | 5 | 3 | 2 | 8
31: O=C(c1ccc2c(=O)n(C3CCCC3)c(=S)[nH]c2c1)N1CCc2ccccc21
→ 4 | 6 | 12 | 6 | 2 | 4 | -1 | -1 | 9
27: CCOC(=O)[C@H]1[C@H]2COc3ccc(Br)cc3[C@@H]2N2C(=O)c3cc(Br)ccc3NC(=O)[C@@]12C
→ 2 | 7 | 21 | -17 | -3 | 11 | -33 | -41 | -43

Continuation.
Values run as follows: GSTO1 inh | PREPL inh | EBNA-1 inh | PAFAH1B3 FP inh | PAD4 FP inh | ZTA counter | LYPLA1 counter | PAFAH2 FP inh | LYPLA2 inh
36: Cn1c2ccccc2c2ncn(Cc3ccco3)c(=O)c21
→ 0 | -18 | 1 | 8 | -6 | -2 | 0 | 0 | 0
37: COc1ccc(CNCc2ccccc2[N+](=O)[O-])cc1OC
→ -1 | 11 | 0 | 0 | 4 | 7 | 2 | 3 | 7
38: Cc1ccc(-n2nnc3c(=O)n(Cc4ccccc4C)cnc32)cc1
→ 5 | 2 | -5 | -6 | 1 | -11 | 1 | 3 | -3
39: O=C(Nc1cccc(C(=O)O)c1)/C(=C\c1ccco1)NC(=O)c1ccccc1
→ -1 | -4 | -5 | 0 | -1 | -14 | -4 | -1 | 0
40: COc1ccc(S(=O)(=O)NCc2cc(=O)n(C)c(=O)n2C)cc1C
→ 1 | -1 | -8 | 8 | 5 | -8 | 2 | -2 | 10
41: N#C/C(=C\c1ccc(C#N)cc1)C(=O)N1CCCC1
→ 8 | 4 | 1 | 8 | 0 | 2 | 0 | -7 | 2
42: CCCCOc1ccc(N=Cc2ccc[nH]2)cc1
→ 7 | 0 | 7 | -4 | -2 | 3 | 2 | -3 | 2
43: O=C(O)C(=O)/C(=C\c1ccccc1)c1ccc2ccccc2n1
→ -2 | 8 | 9 | 8 | 0 | -2 | -3 | -6 | -5
44: COC(=O)c1cccc(NC(=O)Nc2ccc(Cl)cc2Cl)c1
→ -12 | -10 | 6 | -1 | 3 | -8 | -6 | -2 | -5
45: CCOC(=O)N1CCN(Cc2c(F)cccc2F)CC1
→ -4 | -4 | -29 | -1 | 0 | -4 | 1 | 7 | -8

Individual results from the list.
GSTO1 inh, CC(C)C(C)NC(=O)CSc1nnc(-c2c[nH]c3ccccc23)o1 (stereo not drawn) : 4
PAFAH2 FP inh, C=CC[C@@H](CC(=O)NCCO)C(=O)N[C@@H](COC(=O)[C@@H](CC=C)CC(=O)OC(C)(C)C)Cc1c[nH]c2ccccc12 : 6
GSTO1 inh, COC(=O)c1cccc(NC(=O)Nc2ccc(Cl)cc2Cl)c1 : -12

(listing goes on)
Values run as follows: GSTO1 inh | PREPL inh | EBNA-1 inh | PAFAH1B3 FP inh | PAD4 FP inh | ZTA counter | LYPLA1 counter | PAFAH2 FP inh | LYPLA2 inh
46: COC(=O)c1ccccc1NS(=O)(=O)c1ccc(O)c(C(=O)O)c1
→ -62 | 1 | -2 | 1 | 5 | 0 | 2 | 4 | 5
47: Cc1ccc(-c2cc(C(F)(F)F)n3nc(C(=O)N4CCN5CCCC5C4)cc3n2)cc1 (stereo not drawn)
→ 3 | -30 | -1 | 2 | 0 | 6 | -2 | 2 | -3
48: CCOC(=O)CSc1nnc(CSc2nc3ccccc3s2)n1C
→ 2 | -4 | -3 | 5 | -4 | -1 | -3 | -1 | -2
49: Clc1ncn(CCOc2ccccc2)c1Cl
→ -1 | -17 | 4 | 4 | -3 | 8 | 0 | 1 | 2
50: Cn1cccc1CC(=O)NNC(=S)Nc1ccccc1Cl
→ 8 | 11 | -2 | 6 | -1 | 0 | -2 | 4 | 0
51: NC(=O)CS(=O)(=O)c1ccc(Cl)cc1
→ 3 | -8 | 2 | 11 | 0 | -4 | 0 | 2 | 1
52: Oc1ccc2ccccc2c1C=NCc1ccccc1
→ 34 | 34 | -2 | 5 | 19* | 8 | -1 | -2 | -3
53: Cc1ccc(S(=O)(=O)C2(C(=O)N3CCCCCC3)CC2)cc1
→ 1 | 3 | 14 | 4 | -1 | -1 | -1 | -28 | 8
54: COC(=O)CNC(=O)C12CC3(C)CC(C)(CC(C)(C3)C1)C2
→ -3 | 1 | 2 | 4 | -6 | 2 | -3 | 0 | 0
55: O=C(Nc1nnc(-c2ccc(F)cc2)o1)C1CCCN1S(=O)(=O)c1cccs1 (stereo not drawn)
→ 21 | -5 | 3 | 8 | 4 | 3 | 2 | 6 | -1
56: Cc1ccc(S(=O)(=O)c2nc(NCCCn3ccnc3)sc2Cl)cc1
→ 4 | 6 | 10 | 8 | 2 | 8 | 0 | -3 | 4
57: Cc1cccc(N2CCN(C(=O)C3COc4ccccc4O3)CC2)c1C (stereo not drawn)
→ -3 | 0 | -10 | 4 | -2 | -9 | -2 | 5 | 1
58: O=C(O)c1ccc(-c2ccco2)n1Cc1ccccc1
→ 6 | 11 | -11 | 5 | -1 | -19 | -1 | 14 | 2
59: C/C=C/CSc1nc2c(c(=O)[nH]c(=O)n2C)n1CCC
→ -9 | 22 | -7 | 3 | 3 | 17 | -2 | 1 | -1
60: Cc1ccccc1Oc1nc2c(c(=O)n(C)c(=O)n2C)n1C
→ 2 | 10 | 4 | 2 | 4 | -9 | -2 | 3 | 1

Bioassay records from PubChem BioAssay.
